KCNH2 3.1 inh = inhibitors of human KCNH2 3.1 potassium channel isoform; 0.95% of 340,000 active; activity change, % (tested at about 1.8 µM); U2OS KCNH2 3.1, thallium flux FluxOr; hits give low values;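 active = maximum activity change below -70%; inconclusive = maximum activity change from -70% to -50%; inactive = maximum activity change above -50%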;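 note: thallium influx rate constant from kinetic fluorescence after stimulation buffer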
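Measured as rate of thallium-driven FluxOr signal in transduced U2OS cells carrying the 3.1 channel, read kinetically for 2 min upon stimulation; values are rate constants scaled to DMSO control wells.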
uPA surface inh = cell surface uPA generation inhibition | Potency, µM (titrated, usually from 38.3 µM), inactives show at the highest dose activity change, negative = inhibition, usual class: inhibitors | 0.31% of 330,000 active | cell surface uPA generation assay, qHTS; active = well fitted inhibition curve with a large enough effect; inconclusive = small, poorly fitted or top-dose-only effect; inactive = no such curve, though single readings can be large or run the other way; tested in mouse RAW 264.7 cells; note: potency is the fitted concentration of half-maximal effect; nearly all actives have a fitted effect of over 55% in size
Giardia kill = kills Giardia lamblia | AID 540267 | 0.15% of 340,000 active | activity change, % at 7.66 µM, hits read low | Giardia lamblia trophozoite viability; in the data active = activity change below about -80%; inconclusive = between about -30% and that limit;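 note: parasites exposed to compound for two days anaerobically before the ATP read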
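Luminescence from cellular ATP indicates surviving trophozoites (100 cells/well) following 48 hrs anaerobic compound treatment at 37 deg C; signal develops 15-30 min at room temperature.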
hERG WT inh = KCNH2 (human, wildtype) channel inhibition. 0.37% of 340,000 active. activity change, % at 1.84 µM. Q12809. U2OS, BacMam KCNH2, thallium flux FluxOr; hits give low values;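 active = maximum activity change below -70%; inconclusive = maximum activity change between -70% and -50%; inactive = maximum activity change above -50%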
Target sequence (Q12809 whole entry, looked up): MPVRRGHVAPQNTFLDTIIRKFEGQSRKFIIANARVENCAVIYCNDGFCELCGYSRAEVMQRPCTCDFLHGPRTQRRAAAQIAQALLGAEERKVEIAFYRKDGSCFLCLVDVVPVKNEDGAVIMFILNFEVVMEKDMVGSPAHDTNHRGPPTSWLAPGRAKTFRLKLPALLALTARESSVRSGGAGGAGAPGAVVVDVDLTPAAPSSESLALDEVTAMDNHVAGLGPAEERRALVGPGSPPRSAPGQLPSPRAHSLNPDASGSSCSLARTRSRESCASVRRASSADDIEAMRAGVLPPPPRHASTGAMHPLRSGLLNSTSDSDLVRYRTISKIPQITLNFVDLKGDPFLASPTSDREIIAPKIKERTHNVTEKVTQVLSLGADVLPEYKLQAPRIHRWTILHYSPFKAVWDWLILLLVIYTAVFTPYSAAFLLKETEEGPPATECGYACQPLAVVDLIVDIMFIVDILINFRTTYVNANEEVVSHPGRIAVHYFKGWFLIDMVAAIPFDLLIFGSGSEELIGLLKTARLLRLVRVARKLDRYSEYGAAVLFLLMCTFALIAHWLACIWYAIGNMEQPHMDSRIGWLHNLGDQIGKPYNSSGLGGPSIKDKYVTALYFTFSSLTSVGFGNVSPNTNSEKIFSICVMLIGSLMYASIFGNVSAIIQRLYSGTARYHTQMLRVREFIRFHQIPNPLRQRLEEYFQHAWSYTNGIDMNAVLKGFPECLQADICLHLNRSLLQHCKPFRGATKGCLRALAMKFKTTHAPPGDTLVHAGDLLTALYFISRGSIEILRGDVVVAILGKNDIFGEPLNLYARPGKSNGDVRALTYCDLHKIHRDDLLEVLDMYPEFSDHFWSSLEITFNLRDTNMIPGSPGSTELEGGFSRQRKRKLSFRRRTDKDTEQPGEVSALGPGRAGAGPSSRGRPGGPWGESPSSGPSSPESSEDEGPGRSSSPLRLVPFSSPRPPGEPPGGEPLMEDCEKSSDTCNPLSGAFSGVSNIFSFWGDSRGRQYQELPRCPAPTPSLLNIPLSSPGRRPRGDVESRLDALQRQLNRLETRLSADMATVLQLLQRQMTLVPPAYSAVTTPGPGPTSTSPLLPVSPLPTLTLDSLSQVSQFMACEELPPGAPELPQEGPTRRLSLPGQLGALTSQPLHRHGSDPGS
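U2OS cells were transduced with wild-type KCNH2 virus (2.03 x 10^8 / mL) for 4 h at room temperature, then cultured overnight at 37 C. Thallium flux was read with FluxOr dye. Rate constants were normalized to DMSO controls.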
* hit, by the source's call; ? = inconclusive; [ ] = dose if it differs, or a comment. % is set by controls: 0 for no effect and ±100 for the full control effect.

No.	SMILES	hERG WT inh	Giardia kill	KCNH2 3.1 inh	uPA surface inh
1	COc1cc(N)c2ncccc2c1Br	2	1	6	-3%
2	O=c1[nH]c(C(F)(F)C(F)(F)C(F)(F)F)no1	0	-1	4	-1%
3	COc1ccc(-c2csc(NC(CO)c3nc4ccccc4n3CCOCCO)n2)cc1 (centres undefined)	-3	17	-1	-11%
4	O=C(c1ccccc1)C(CCc1ccccn1)CCc1ccccn1	-1	3	-1	3%
5	Cc1cc(=O)c2c(o1)C(=O)c1occc1C2=O	-9	-4	-1	0%
6	CCOC(=O)CCCCC1C(CCCC(=O)OCC)C=NN1C (centres undefined)	5	-2	-28	6%
7	COc1ccc(S(=O)(=O)NC(C(=O)OCC(=O)Nc2ccc(N3CCOCC3)cc2)C(C)C)cc1 (centres undefined)	12	-18	11	-2%
8	CCOC(=O)n1cnc2nc(N)nc(SC)c21	13	34[activator]	4	-7%
9	O=S(=O)(NCC(c1cccnc1)N1CCN(c2ccc(F)cc2)CC1)c1cc(F)ccc1F (centres undefined)	12	10	-10	7%
10	COC(=O)c1ccc(SCc2ccccc2)nc1	-4	6	5	-9%
11	CCOC(=O)/C(C#N)=C\c1ccc2c(c1)OCO2	9	-5	1	-4%
12	O=C(CNC(=O)c1cccc(S(=O)(=O)N2CCc3ccccc32)c1)Nc1ccccc1Br	-11	-2	-7	5%
13	COc1cc2c(cc1OC)CN(C1CCCN(Cc3cccc(C(C)=O)c3)C1)CC2 (centres undefined)	2	2	-16	1%
14	COc1ccc(-c2csc(NC(C)c3nc4cc(Cl)c(Cl)cc4n3CCOCCO)n2)cc1 (centres undefined)	10	-1	-24	-16%
15	CC1CC(C)(C)CC2(C1)NC(=O)N(CC(=O)N1CCN(S(=O)(=O)c3cccc(Cl)c3Cl)CC1)C2=O (centres undefined)	-10	34[activator]	2	?
16	CN(Cc1cnc2nc(N)nc(N)c2n1)c1ccc(C(=O)NC(CCC(=O)O)C(=O)O)c2ccccc12 (centres undefined)	27	-2	-19	-10%
17	Cc1ccccc1NC(=O)c1cccc(C(=O)Nc2ccccc2C)c1	-1	-4	-3	0%
18	O=C(Cc1ccccc1[N+](=O)[O-])NCC(O)c1ccc2c(c1)OCO2 (centres undefined)	-11	-2	14	15%
19	CCC1(c2ccccc2)SCC(c2ccccc2)=NC1=O (centres undefined)	-5	6	-31	-4%
20	CCN(C(=O)COC(=O)c1cccc(S(=O)(=O)N(C)C)c1)c1c(N)n(Cc2ccccc2)c(=O)[nH]c1=O	9	6	1	0%
21	CCCCNC(=O)C1(N2C(=O)c3ccccc3C2=O)CCCC1	0	-2	-1	0%
22	CN(N)c1nc(N2CCCC2)nc(N2CCCC2)n1	-1	3	-16	-1%
23	CC(C)(C)OC(=O)N(Cc1ccccc1)Cc1ccccc1OCc1ccc(NC(=O)C2CCC2)cc1	3	29	-14	?
24	CN(C)c1ccc(C(O)c2cc3ccccc3s2)cc1 (centres undefined)	2	-3	7	-10%
25	Cc1cccn2c(=O)c3cc(C#N)c(=NC(=O)c4cccnc4)n(CC4CCCO4)c3nc12 (centres undefined)	-9	1	1	-7%
26	CC[C@]12C(=O)N(C)C[C@H]([C@@H]3C(=O)N(C)C(=O)[C@@H]31)N2C(=O)c1ccc(F)cc1	3	-1	-1	16%
27	COc1cc(NS(=O)(=O)c2cc(NC(C)=O)ccc2OC)c(OC)cc1NC(=O)c1ccccc1	6	3	7	-3%
28	CC1CN(C(=S)Nc2ccccc2)C(C)CN1C=O (centres undefined)	-2	-6	2	0%
29	CCN(CC)c1nc(N)c(C#N)c(CC#N)c1C#N	-9	34[activator]	-8	-3%
30	Nc1nc(-c2ccccc2)c(CCCNc2ccccc2)c(=O)[nH]1	-4	-9	5	-6%
31	COc1ccc(C(=O)CCc2ccccc2)c(O)c1	-3	15	-6	-1%
32	COC(=O)COc1ccc(C(=O)Cn2c(NCCCO)nc3ccccc32)cc1	-14	0	11	3%
33	CCN1C[C@@H]2[C@@H]3C(=O)N(C)C(=O)[C@@H]3[C@](C)(C1=O)N2C(=O)c1ccc(Cl)c(Cl)c1	-1	?	-17	5%
34	CC(C)Oc1ccccc1/C=N/NC(=O)C1CC1	2	-13	8	2%
35	Nc1ccccc1-c1ccc([N+](=O)[O-])cc1	1	-24	-18	-4%
36	CC12CCC(C(NC(=S)NN)C1=O)C2(C)C (centres undefined)	2	-2	18	2%
37	CC(C)Oc1ccc(/C=C(\C#N)C(=O)NC2CC2)cc1	5	-8	23	6%
38	O=C(NN=Cc1ccc([N+](=O)[O-])cc1)C1CC1	-6	5	2	-3%
39	CSc1ccc(CN(C)C(=O)c2ccc(S(=O)(=O)Nc3c(C)n(C)n(-c4ccccc4)c3=O)cc2)cc1	5	-6	-11	-15%
40	CCCCCCCCC1CC(C(=O)Nc2ccccc2)C(=O)O1 (centres undefined)	1	6	11	-26%

Profiles from above. Order of values: hERG WT inh	Giardia kill	KCNH2 3.1 inh	uPA surface inh
CCCCCCCCC1CC(C(=O)Nc2ccccc2)C(=O)O1 (centres undefined) is listed as 1	6	11	-26%
CC(C)Oc1ccc(/C=C(\C#N)C(=O)NC2CC2)cc1 is listed as 5	-8	23	6%
COc1ccc(C(=O)CCc2ccccc2)c(O)c1 is listed as -3	15	-6	-1%
CSc1ccc(CN(C)C(=O)c2ccc(S(=O)(=O)Nc3c(C)n(C)n(-c4ccccc4)c3=O)cc2)cc1 is listed as 5	-6	-11	-15%
CC12CCC(C(NC(=S)NN)C1=O)C2(C)C (centres undefined) is listed as 2	-2	18	2%

(next part)
No.	SMILES	hERG WT inh	Giardia kill	KCNH2 3.1 inh	uPA surface inh
41	O=C(O)Cc1ccc2ccc3ccccc3c2c1	-3	-2	4	17%
42	CCOC(=O)/C=c1/s/c(=C/c2ccc3cc(OC)ccc3c2)c(=O)n1CC(=O)NCC1CCCO1 (centres undefined)	-3	5	18	3%
43	O=C(O)c1cccc2c1/C(=N/O)c1ccccc1-2	-5	-11	-6	3%
44	Cc1nn(S(=O)(=O)c2ccc([N+](=O)[O-])cc2)c(C)c1Sc1ccccc1	5	4	1	-10%
45	C#CCOCCOCCOCCNc1nc(N2CCOCC2)nc(N2CCN(C(=O)Cn3cc(CCCCN)nn3)CC2)n1	-4	14	6	-2%
46	COc1cccc(CC(O)CC2c3c(cc4c(c3OC)OCO4)CCN2C)c1 (centres undefined)	34	10	-71*	-12%
47	CN(CC(=O)Nc1ccc(F)c(F)c1F)C(=O)c1cc(S(=O)(=O)N(C)C)ccc1N1CCCC1	-4	-19	-27	12%
48	COc1ccc(C2c3cc4c(cc3OC(N3CCOCC3)C2C)OCO4)c(OC)c1 (centres undefined)	-2	-2	44	-9%
49	CC1=NN(C(N)=S)C(=O)C1N=Nc1c(C)n(C)n(-c2ccccc2)c1=O (centres undefined)	0	-12	1	3%
50	O=c1ncn(C2CCCCC2)c(=O)[nH]1	5	3	6	1%
51	O=C1C(F)=CC(COC(c2ccccc2)(c2ccccc2)c2ccccc2)OC1n1cc(F)c(=O)[nH]c1=O (centres undefined)	22	1	-4	-12%
52	C=CCN1C=CC(=O)[C@@H](O)[C@H]1c1ccccc1Br	2	-9	26	7%
53	CCC(=O)c1ccc(OC)c(OC)c1OCc1ccccc1	6	-28	-1	4%
54	Cc1ccc(NC(=O)COc2ccc(C(=O)NCCc3ccccc3)cc2)cc1	11	0	-5	5%
55	C#CCNC(=O)C1=C[C@@H](c2ccc(C#C)cc2)C[C@@H](OCCCCO)O1	-1	-4	-5	2%
56	c1ccc(CSc2cc3ccccc3[nH]2)cc1	5	4	12	3%
57	CCCCn1c(N)c(N(CCOC)C(=O)COC(=O)c2ccccc2NCCO)c(=O)[nH]c1=O	-4	-6	17	3%
58	O=C1CCC(CCc2nc3ccccc3[nH]2)(c2ccccc2)C(=O)N1 (centres undefined)	49	-5	-24	0%
59	O=C(CC1Sc2ccccc2NC1=O)NNc1cccc(Cl)c1Cl (centres undefined)	53	-9	-14	-5%
60	O=C1C2C3C=CC(O3)C2C(=O)N1N=Cc1ccc2c(c1)OCO2 (centres undefined)	-8	-7	3	2%
61	O=C(COc1ccc(Br)cc1Br)NN1C(=O)c2ccccc2C1=O	2	-11	6	-3%
62	CCC1([N+](=O)[O-])COC(c2ccc(OC)cc2)OC1 (centres undefined)	-2	-5	22	0%
63	CC1(C)CC(=O)C(C(c2cc([N+](=O)[O-])ccc2Cl)C2C(=O)CC(C)(C)CC2=O)C(=O)C1	-2	2	-3	-4%
64	CCCCCCn1c(COc2ccccc2F)nnc1SCC(=O)NC1CCS(=O)(=O)C1 (centres undefined)	15	6	-11	10%
65	NS(=O)(=O)c1ccc(CNC(=O)Cc2ccsc2)cc1	-8	42[activator]	17	4%
66	COc1cc(C2c3cc4c(cc3OC(NCc3ccccc3)C2C)OCO4)cc(OC)c1OC (centres undefined)	-1	-18	-4	-10%
67	CCOC(=O)C(=CNc1ccc(O)c(C(=O)OC)c1)C(=O)OCC	-5	-23	-6	-3%
68	CC(=O)Nc1ccc2c(c1)ncn2C1CCCCC1	-2	8	0	-1%
69	CN(C)c1ccc(C=c2c3ccccc3n3c2c2ccccc2[n+]3C)cc1	4	7	5	-10%
70	CCn1c(SCC(=O)c2cc(OC)ccc2OC)nnc1-c1ccncc1	19	-2	0	2%

Fetched by structure from the list above (three):
No.	SMILES	hERG WT inh	Giardia kill	KCNH2 3.1 inh	uPA surface inh
61	O=C(COc1ccc(Br)cc1Br)NN1C(=O)c2ccccc2C1=O	2	-11	6	-3%
69	CN(C)c1ccc(C=c2c3ccccc3n3c2c2ccccc2[n+]3C)cc1	4	7	5	-10%
65	NS(=O)(=O)c1ccc(CNC(=O)Cc2ccsc2)cc1	-8	42[activator]	17	4%

Additional results follow.
No.	SMILES	hERG WT inh	Giardia kill	KCNH2 3.1 inh	uPA surface inh
71	Cn1cc(C2OC(=O)c3ccccc32)c2ccccc21 (centres undefined)	-7	6	20	-9%
72	CN1C[C@@H]2[C@@H]3C(=O)N(C)C(=O)[C@@H]3[C@](Cc3ccccc3)(C1=O)N2C(=O)c1ccccc1	4	8	-5	-2%
73	CN1CCCCCC1=Nc1ccc([N+](=O)[O-])cc1	4	-15	-5	2%
74	O=C1NCC(Nc2ccccc2Cl)C(=O)N1 (centres undefined)	-2	8	5	-1%
75	COCCn1c(SCC(=O)Nc2ccc(OC)c(S(N)(=O)=O)c2)nc2ccccc2c1=O	0	-28	0	-3%
76	CC1CN(C(C)C)C(=S)N(c2ccccc2)C1=O (centres undefined)	-2	10	1	2%
77	CCN1C(=O)[C@H]2[C@H]3CN=C(SC)N3[C@@](C)(C(=O)OC)[C@H]2C1=O	-12	-7	-2	-7%
78	CCOc1ccccc1NC(=O)c1ccccc1N(C)S(=O)(=O)c1ccc(C)cc1	5	-1	-4	-1%
79	O=[N+]([O-])c1ccc(S(=O)(=O)NN=Cc2ccc3c(c2)OCO3)cc1	22	-11	-2	-2%
80	Cc1ccc(C(=O)C2CC2)cc1C	3	-2	-9	4%
81	CCN(CC)CCNC(=O)C(=O)NCC1OCCN1S(=O)(=O)c1cccs1 (centres undefined)	-9	-1	-3	-2%
82	O=C1C=CC(=Nc2ccc3c(c2)Cc2cc(F)ccc2-3)O1	5	-19	-11	?
83	COc1ccc(NC(=O)c2ccccc2NC(=O)C2CCCCC2C(=O)O)cc1 (centres undefined)	6	0	1	-13%
84	Cn1nc(CC#N)c2c(=N)n(N)cnc21	0	21	4	0%
85	CCN(C(=O)COC(=O)CCCOc1ccc(Cl)cc1C)c1c(N)n(Cc2ccccc2)c(=O)[nH]c1=O	-2	7	-1	-17%
86	COc1ccc(S(=O)(=O)N2CCCCC2)cc1NC(=O)CCC(=O)N1CCC(c2ccccc2)=N1	6	5	-4	6%
87	CN1C(=O)NC(=O)C1c1ccccc1 (centres undefined)	2	-8	0	-2%

Some of the compounds tested, so the mix of outcomes need not match the whole.
